BRCA1 expr act: activators of BRCA1 expression; 1.1% of 380,000 active; MCF7-BRCA1-FFLuc reporter, luminescence, 48 h; response scale: scaled: vehicle 0%, 10 µM genistein 100%; Potency, µM (doses to about 46.1 µM), for inactives: top-dose activation, hits mostly activators; note: potency is the fitted concentration of half-maximal effect; nearly all actives have a fitted effect of over 80% in size; some results filed as inactive show a strong effect at the top dose
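First, MCF7-BRCA1-FFLuc cells (2000/well) attach for 2 h; next, compounds are pin-added and incubated 48 h at 37 °C; finally, luciferase reagent is added and luminescence read after 15 min.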
Eya2 phos inh: blocks the phosphatase activity of human Eya2 | O00167 | AID 488837 | Potency, µM (highest dose often 76.9 µM), for the others: top-dose activity, negative = inhibition, hits mostly inhibitors | 0.006% of 330,000 active | recombinant Eya2, OMFP fluorescence dephosphorylation (OMFP is methylfluorescein phosphate); note: potency is the fitted concentration of half-maximal effect; % is set by controls: 0 for no effect and ±100 for the full control effect
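Eya2 (0.2 uM) preincubated 10 min at ambient with compound, then OMFP substrate added at 50 uM; 10 min reaction in 50 mM HEPES pH 7.5, 50 mM NaCl, 5 uM MgCl2, 0.05% BSA, 1 mM DTT. Fluorescence read at Ex 485/Em 525 nm.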
p53 reactivator: mutant p53 re-activation in reporter cells | H1299 p53-A138V BP100-luciferase reporter, luminescence, 24 h | Potency, µM (highest dose often 92.2 µM), inactives show at the highest dose activity change, positive = activation, most hits filed as activators | 0.063% of 320,000 active; note: potency is the fitted concentration of half-maximal effect; % of control where 0% means no effect; nearly all actives have a fitted effect of over 45% in size
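H1299 (p53-null), stable ts p53-A138V + BP100-Luc; 1000 cells/well, Opti-MEM/10% FBS; cpd 4 pt, 1:5; 24 h, 37 deg C, 5% CO2; detection reagent 10 min RT; luminescence.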
uPA generation: inhibitors of cell surface uPA generation | cell surface uPA generation assay, qHTS | Potency, µM (titrated, usually from 38.3 µM), inactives show at the highest dose activity change, negative = inhibition, most hits filed as inhibitors | AID 540303 | 0.31% of 330,000 active; active = well fitted inhibition curve with a large enough effect; inconclusive = small, poorly fitted or top-dose-only effect; inactive = no such curve, though single readings can be large or run the other way; tested in mouse RAW 264.7 cells; note: potency is the fitted concentration of half-maximal effect; % is set by controls: 0 for no effect and ±100 for the full control effect; nearly all actives have a fitted effect of over 55% in size
Integrin act MD: integrin-mediated muscular dystrophy alleviation activation; alpha7betagal myoblasts, beta-gal FDG fluorescence, 48 h; Potency, µM (top dose mostly 38.3 µM), without a hit: top-dose activation, usual class: activators; 0.064% of 350,000 active; AID 624291;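 note: potency is the fitted concentration of half-maximal effect; 100% = response of the positive control SU9516; nearly all actives have a fitted effect of over 60% in size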
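alpha7betagal+/- myoblasts (passage 13, 250/well) treated 48 h at 37C with compounds at 1:260 dilution of DMSO stock. Lysed, then beta-galactosidase activity read as FDG fluorescence (ex 480/em 540) after 30 min, with pre-read for autofluorescence.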
ASM inhibitor: human S-ASM enzyme inhibition | AID 504937 | Potency, µM (top dose mostly 57.5 µM), without a hit: top-dose activity change, negative = inhibition, actives largely listed as inhibitors | placental ASM, HMU-PC fluorogenic substrate, 60 min | 0.006% of 340,000 active | P17405; note: potency is the fitted concentration of half-maximal effect
Target sequence (P17405 47-631 limits assumed): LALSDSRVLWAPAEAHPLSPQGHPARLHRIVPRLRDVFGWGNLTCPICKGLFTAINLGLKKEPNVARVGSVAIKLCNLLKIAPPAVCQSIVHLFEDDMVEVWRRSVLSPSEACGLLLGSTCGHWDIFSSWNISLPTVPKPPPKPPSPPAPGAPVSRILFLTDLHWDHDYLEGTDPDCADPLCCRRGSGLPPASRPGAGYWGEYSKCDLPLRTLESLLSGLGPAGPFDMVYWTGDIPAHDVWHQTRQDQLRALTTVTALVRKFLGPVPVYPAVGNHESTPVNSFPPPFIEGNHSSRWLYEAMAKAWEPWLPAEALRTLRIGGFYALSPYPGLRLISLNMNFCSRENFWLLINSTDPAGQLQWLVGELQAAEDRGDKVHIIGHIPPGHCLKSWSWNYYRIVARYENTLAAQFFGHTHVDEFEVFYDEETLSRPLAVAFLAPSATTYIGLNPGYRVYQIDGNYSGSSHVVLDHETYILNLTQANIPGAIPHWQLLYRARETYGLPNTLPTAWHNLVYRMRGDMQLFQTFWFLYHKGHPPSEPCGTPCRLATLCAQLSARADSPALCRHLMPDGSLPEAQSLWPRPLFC
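qHTS format. ASM enzyme prepared from human placenta hydrolyses the fluorogenic substrate HMU-PC0 (9 uM final) over 60 min at 37 °C after a 10 min compound preincubation.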
USP2a inh: inhibitors of human ubiquitin-specific protease USP2a. 0.01% of 330,000 active. AID 463254. USP2 core, Ub-CHOP2 coupled fluorogenic reporter, 485/531. Potency, µM (top dose mostly 38.3 µM), without a hit: at the highest dose activity change, negative = inhibition, usual class: inhibitors;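 note: potency is the fitted concentration of half-maximal effect; plate controls were DMSO wells for no effect and full inhibition by NEM control for full effect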
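Deubiquitinase activity read as fluorescence (485/531 nm) after Ub-CHOP2 cleavage activates the enterokinase reporter on its substrate; USP2 core 10nM, Ub-CHOP2 and substrate 25nM each, 30min compound preincubation then 60min RT; data normalized to NEM, curves fitted.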
B2AR arrestin: beta2AR (human) beta-arrestin recruitment activity. P07550. beta-arrestin recruitment to beta2AR, cell-based reporter. Potency, µM (titrated, usually from 46.1 µM), for the others: at the top dose activation, most hits filed as activators. 0.02% of 330,000 active;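 note: potency is the fitted concentration of half-maximal effect; 0% = DMSO controls and full agonism = EC100 isoproterenol or metaproterenol; nearly all actives have a fitted effect of over 65% in size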
TRPV1 ag: activates the human vanilloid receptor TRPV1; AID 540275; activation, % at 8.33 µM; Q8NER1; TRPV1-expressing cells, Fluo-8 calcium influx, agonist mode; 0.19% of 320,000 active; in the data active = activation above about 80%; inconclusive = between about 30% and that limit; note: 0% is about no effect
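Cells expressing TRPV1 were dye-loaded with Fluo-8 and read kinetically: 10 s baseline, 3 min after compound (agonist portion), then 2 min after EC20 capsaicin (allosteric enhancer portion). Calcium-bound dye fluorescence at 480/520 nm.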
ELG1 genotoxic: induces genotoxicity in HEK293T cells with luciferase-tagged ELG1 | 1.3% of 330,000 active | HEK293T ELG1-luciferase reporter, luminescence, 16 h | Potency, µM (doses to about 46 µM), for inactives: at the highest dose activity change, positive = activation, hits mostly activators; note: potency is the fitted concentration of half-maximal effect; % of control where 0% means no effect; nearly all actives have a fitted effect of over 60% in size
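After overnight (16 hr) compound treatment at 37 °C, ELG1-luciferase HEK293T cells were lysed with ONE-Glo; luminescence quantified 30 min later at room temperature.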
PTAP TSG101 blk: blocks PTAP/TSG101 interaction to inhibit HIV-1 budding. Q99816. Fluorescence polarization, FITC-PTAP peptide / Tsg101 binding. Potency, µM (top dose mostly 115 µM), for inactives: top-dose activity change, negative = inhibition, most hits filed as inhibitors. 340,000 tested, under 10 active. AID 493005; active = well fitted inhibition curve with a large enough effect in the main read-out, with a control signal flat, not every such curve was filed as active; inconclusive = small, poorly fitted or top-dose-only effect, or effect the other way, or a change in a side signal; inactive = no such curve, though single readings can be large or run the other way; note: potency is the fitted concentration of half-maximal effect; % of control where 0% means no effect
Target sequence (Q99816 whole entry, looked up): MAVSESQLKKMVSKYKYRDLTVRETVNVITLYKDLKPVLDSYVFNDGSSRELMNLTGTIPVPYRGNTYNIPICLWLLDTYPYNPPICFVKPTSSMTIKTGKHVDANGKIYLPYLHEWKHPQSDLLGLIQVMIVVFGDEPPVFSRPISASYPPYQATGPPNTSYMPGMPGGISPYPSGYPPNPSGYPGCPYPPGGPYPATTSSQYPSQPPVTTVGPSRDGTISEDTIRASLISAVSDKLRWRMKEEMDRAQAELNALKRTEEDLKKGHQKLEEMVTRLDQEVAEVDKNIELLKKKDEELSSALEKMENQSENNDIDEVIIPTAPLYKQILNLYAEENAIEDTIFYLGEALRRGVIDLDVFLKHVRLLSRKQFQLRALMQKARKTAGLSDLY
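Fluorescence polarization binding of Tsg101 binding domain (10 uM final) to FITC-labeled PTAP peptide (50 nM final) in HEPES pH 7.5 buffer with NaCl, Tween 20, EDTA, TCEP. Compounds added before peptide; binding 20 min at RT.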
Numbers without * were called inactive; ? = inconclusive; · = not tested or not shown; [ ] = remark or other dose. Unless noted, calls come from the whole dose curve; as a rule, active = well fitted curve in the direction sought with a large enough effect; inconclusive = small, poorly fitted or top-dose-only effect, or another doubt; inactive = no such curve, though single readings can be large; an effect the other way counts as inactive or inconclusive.

1) CC(C)CCNC(=O)CC1C(=O)N(Cc2ccccc2)C(C)c2nc3ccccc3n21 (stereo not drawn)
2) O=C(NNC(=S)NC1CC2CCC1C2)c1ccc(Cl)cc1 (stereo not drawn)
3) O=C(CN1CCSCC1)N/N=C/c1ccc(F)cc1
4) COc1cccc(-c2cccc(NC(=O)C3CCN(Cc4nccs4)CC3)c2)c1
5) CC(C)n1cnc2c(Nc3cccc(Cl)c3)nc(NCCCO)nc21
6) CCOc1ccc(-c2c(C(=O)N/N=C/c3ccoc3)nnn2-c2nonc2N)cc1
Compound	1	2	3	4	5	6
BRCA1 expr act	-1%	-7%	6%	-6%	-3%	-4%
Eya2 phos inh	-2%	-2%	-3%	-1%	-3%	3%
p53 reactivator	-3%	10%	9%	-1%	25%	-6%
uPA generation	-2%	4%	·	16%	?	2%
Integrin act MD	-18%	-35%[inhibitor]	?	4%	-31%	30%
ASM inhibitor	5%	2%	4%	-2%	0%	1%
USP2a inh	0%	-4%	1%	0%	1%	0%
B2AR arrestin	10%	0.0%	0.1%	-0.4%	-0.2%	-0.2%
TRPV1 ag	2	26	-2	4	8	-1
ELG1 genotoxic	-6%	-3%	9%	-5%	-3%	4%
PTAP TSG101 blk	-4%	0%	-2%	2%	0%	-8%

7) O=C(C1COc2ccccc2O1)N1CCN(c2ccccc2F)CC1 (stereo not drawn)
8) O=C(Cc1c(O)c2ccccc2oc1=O)c1ccc(C(F)(F)F)cc1
9) O=C(NCc1ccco1)c1cc(C(=O)C2CC2)c[nH]1
10) Cc1cc(NS(=O)(=O)c2ccccc2)cc(Cl)c1O
11) CCn1c(Cc2ccccc2)nnc1SCC(=O)NC1CCCC1
12) COc1cccc(CC2(CO)CCN(C(=O)NCCc3ccccc3)CC2)c1
Compound	7	8	9	10	11	12
BRCA1 expr act	29%	-9%	-2%	0%	-4%	26%
Eya2 phos inh	10%	-3%	-3%	22%	4%	-1%
p53 reactivator	0%	-1%	-4%	2%	-1%	-4%
uPA generation	6%	5%	-1%	-2%	-14%	-3%
Integrin act MD	17%	11%	-9%	-6%	-39%	-16%
ASM inhibitor	5%	9%	4%	0%	-2%	5%
USP2a inh	-2%	4%	0%	0%	7%	-1%
B2AR arrestin	0.3%	-0.8%	-1.2%	0.3%	0.0%	-0.4%
TRPV1 ag	16	3	1	2	1	?
ELG1 genotoxic	0%	2%	2%	-6%	4%	-7%
PTAP TSG101 blk	-4%	3%	-3%	-6%	-3%	2%

13) CC(=O)Nc1ccc(SC[C@H](Cc2ccccc2)N2CC[C@@H](C(C)(C)C)CCC2=O)cc1
14) COC(=O)C(Cc1ccccc1)NS(=O)(=O)c1ccccc1Br (stereo not drawn)
15) O=C(CN1CCN(c2ccccn2)CC1)Nc1ccc(F)cc1
16) COc1ccc2cc(CN(CCCN3CCOCC3)Cc3nnnn3C3CCCCC3)c(=O)[nH]c2c1
17) C=C(C)CSc1cc(C)nc2c(-c3ccccc3)c(C)nn12
18) Cc1c2cn[nH]c(=O)c2c(C)n1-c1ccccc1
Compound	13	14	15	16	17	18
BRCA1 expr act	-69%	0%	9%	-4%	-2%	58%
Eya2 phos inh	3%	2%	?	13%	-27%	-7%
p53 reactivator	-16%	9%	3%	-5%	3%	10%
uPA generation	-29%	1%	9%	5%	-1%	-5%
Integrin act MD	0%	0%	-23%	12%	2%	-15%
ASM inhibitor	-19%	1%	-2%	5%	-9%	4%
USP2a inh	-10%	-4%	-3%	4%	-3%	11%
B2AR arrestin	0.3%	-0.8%	0.5%	0.5%	5.5%	0.3%
TRPV1 ag	?	-1	1	0	9	-1
ELG1 genotoxic	-4%	2%	-1%	0%	-2%	18%
PTAP TSG101 blk	-9%	-1%	-2%	-3%	-3%	-6%

19) CC1=C(C(=O)Nc2ccccc2C(F)(F)F)C(c2ccc(C)s2)NC(=S)N1 (stereo not drawn)
20) CCOC(=O)C1=C2SCC(=O)N2C(N)=C(C#N)C1
21) CC1=C(C(=O)Nc2ccccc2)C(c2ccc[nH]2)n2ncnc2N1 (stereo not drawn)
22) Cc1c(NC(=O)c2cc3ccccc3c(=O)s2)c(=O)n(-c2ccccc2)n1C
23) COc1ccc(Nc2cc(C(=O)NC3CCCC3)c3ccccc3n2)c(OC)c1
24) COc1ccc(S(=O)(=O)NNC(=O)Cc2csc(C)n2)cc1[N+](=O)[O-]
Compound	19	20	21	22	23	24
BRCA1 expr act	-5%	-14%	-17%	15%	-1%	5%
Eya2 phos inh	12%	-6%	-5%	-7%	?	9%
p53 reactivator	-4%	2%	·	0%	-1%	7%
uPA generation	4%	1%	·	5%	-2%	3%
Integrin act MD	20%	0%	·	-10%	-8%	33%
ASM inhibitor	0%	0%	·	0%	-5%	1%
USP2a inh	7%	-1%	?	1%	0%	-1%
B2AR arrestin	-1.0%	-0.6%	-0.4%	-0.1%	0.3%	-0.3%
TRPV1 ag	11	-5	3	-2	3	-1
ELG1 genotoxic	-1%	-1%	·	-4%	-1%	3%
PTAP TSG101 blk	-1%	-5%	·	-4%	0%	-1%

25) Cn1c(SCC(=O)Nc2nc3ccccc3s2)nnc1-c1ccccc1
26) O=C(NCC(=O)N(CCc1ccccc1)C(C(=O)NC1CCCC1)c1cccnc1)c1ccco1 (stereo not drawn)
27) COc1ccc(/C=C2/C(=O)ON=C2c2ccccc2)cc1OC
28) O=C(CSc1ncn[nH]1)OCN1C(=O)c2ccccc2C1=O
29) CSCC[C@H](NC(=O)N1CCn2c1nc1ccccc12)C(=O)NCc1ccccc1
30) Cc1cccc(NC(=O)CSCC(=O)NNC(=O)c2ccoc2C)c1
Compound	25	26	27	28	29	30
BRCA1 expr act	28%	-15%	-14%	4%	-14%	-24%
Eya2 phos inh	-24%	7%	1%	-3%	-6%	-8%
p53 reactivator	2%	-7%	-6%	3%	-4%	2%
uPA generation	-2%	-5%	-4%	·	0%	1%
Integrin act MD	20%	12%	-62%[inhibitor]	7%	?	3%
ASM inhibitor	2%	5%	-1%	1%	-1%	6%
USP2a inh	6%	0%	-2%	-2%	-1%	0%
B2AR arrestin	-0.6%	0.2%	-3.3%	-0.5%	0.1%	-0.3%
TRPV1 ag	-1	3	3	-1	4	-1
ELG1 genotoxic	12%	-1%	15%	4%	0%	4%
PTAP TSG101 blk	-2%	5%	-11%	2%	-2%	-4%

Structures above that contain two or more sulfur atoms:
19) CC1=C(C(=O)Nc2ccccc2C(F)(F)F)C(c2ccc(C)s2)NC(=S)N1 (stereo not drawn)
24) COc1ccc(S(=O)(=O)NNC(=O)Cc2csc(C)n2)cc1[N+](=O)[O-]
25) Cn1c(SCC(=O)Nc2nc3ccccc3s2)nnc1-c1ccccc1
Compound	19	24	25
BRCA1 expr act	-5%	5%	28%
Eya2 phos inh	12%	9%	-24%
p53 reactivator	-4%	7%	2%
uPA generation	4%	3%	-2%
Integrin act MD	20%	33%	20%
ASM inhibitor	0%	1%	2%
USP2a inh	7%	-1%	6%
B2AR arrestin	-1.0%	-0.3%	-0.6%
TRPV1 ag	11	-1	-1
ELG1 genotoxic	-1%	3%	12%
PTAP TSG101 blk	-1%	-1%	-2%

Next compounds:
31) CCOC(=O)C1CCN(C(=O)CN2C(=O)NC(C)(c3ccc4cc(OC)ccc4c3)C2=O)CC1 (stereo not drawn)
32) CC(CCc1ccccc1)NC(=O)CN1CCN(c2ccccc2)CC1 (stereo not drawn)
33) CCN1C[C@@H]2[C@@H]3C(=O)N(Cc4ccccc4)C(=O)[C@@H]3[C@](CC)(C(=O)OC)N2C1=NC1CCCCC1
34) Cc1cc(C)c(C(=O)Cn2cnc3cc([N+](=O)[O-])ccc3c2=O)cc1C
35) COC(=O)c1cccc(C#CC(NP(=O)(c2ccccc2)c2ccccc2)c2ccccc2)c1 (stereo not drawn)
36) Cc1cc(C)c(C)c(OCCCN(C)C)c1
Compound	31	32	33	34	35	36
BRCA1 expr act	-23%	-21%	0%	-5%	-20%	-7%
Eya2 phos inh	7%	-2%	-3%	-5%	-27%	-1%
p53 reactivator	-4%	-1%	-5%	1%	9%	-8%
uPA generation	5%	5%	-13%	-1%	?	0%
Integrin act MD	-12%	4%	-15%	-40%	-37%	9%
ASM inhibitor	-3%	-2%	2%	-2%	-2%	2%
USP2a inh	5%	4%	-1%	7%	-2%	-5%
B2AR arrestin	-0.1%	0.1%	-0.1%	-0.2%	1.1%	-0.9%
TRPV1 ag	·	27	·	-4	23	-3
ELG1 genotoxic	-5%	-3%	1%	-6%	0%	-4%
PTAP TSG101 blk	0%	-1%	-5%	-4%	·	-11%
